# ERAP1 HTS inh: human ERAP1 aminopeptidase inhibitors, primary screen, biochemical, single point, plate reader. Endoplasmic reticulum aminopeptidase 1 (Homo sapiens), Q9NZ08. recombinant ERAP1, Leu-AMC fluorescence, 60 min. inhibition, % at 10.7 µM. 0.15% of 340,000 active;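 active = mean replicate inhibition of at least 30%, or all replicates individually reaching that 30% level; inactive = mean below 30% and not every replicate reaching it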;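 note: 0% = neutral control wells and 100% = L-leucinethiol positive control wells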
# Target sequence (Q9NZ08 whole entry, looked up): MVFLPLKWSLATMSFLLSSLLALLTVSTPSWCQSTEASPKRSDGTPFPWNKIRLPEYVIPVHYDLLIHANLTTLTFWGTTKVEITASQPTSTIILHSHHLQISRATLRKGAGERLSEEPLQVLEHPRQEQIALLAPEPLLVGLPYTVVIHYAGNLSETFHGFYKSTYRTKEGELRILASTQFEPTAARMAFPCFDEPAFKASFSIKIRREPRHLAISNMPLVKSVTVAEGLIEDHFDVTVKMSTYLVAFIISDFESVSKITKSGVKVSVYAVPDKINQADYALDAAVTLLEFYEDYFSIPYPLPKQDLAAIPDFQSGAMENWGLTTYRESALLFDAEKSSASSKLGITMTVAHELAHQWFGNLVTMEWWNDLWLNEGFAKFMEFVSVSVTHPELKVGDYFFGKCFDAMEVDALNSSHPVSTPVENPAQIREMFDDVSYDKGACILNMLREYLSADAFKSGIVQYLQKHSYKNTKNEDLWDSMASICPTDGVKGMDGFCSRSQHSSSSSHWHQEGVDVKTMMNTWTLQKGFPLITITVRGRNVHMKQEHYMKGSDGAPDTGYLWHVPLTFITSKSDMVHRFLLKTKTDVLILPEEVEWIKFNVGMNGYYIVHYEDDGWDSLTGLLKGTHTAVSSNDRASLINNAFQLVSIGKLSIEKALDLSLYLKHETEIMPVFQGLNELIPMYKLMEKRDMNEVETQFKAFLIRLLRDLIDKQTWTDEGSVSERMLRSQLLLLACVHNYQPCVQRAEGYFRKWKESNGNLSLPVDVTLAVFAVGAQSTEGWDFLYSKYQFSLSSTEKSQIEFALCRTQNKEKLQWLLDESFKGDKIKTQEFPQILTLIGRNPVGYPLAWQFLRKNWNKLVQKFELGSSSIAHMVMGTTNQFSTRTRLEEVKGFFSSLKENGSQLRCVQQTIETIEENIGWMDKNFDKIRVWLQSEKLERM
# PGC1a acetyl inh: inhibitors of PGC1a acetylation signal, primary screen, cell-based, U2OS, AlphaScreen, inhibitor mode; 0.17% of 350,000 active; AID 651687, 2012; inhibition, % at 15.6 µM; AlphaScreen anti-acetyl-lysine; with virally co-expressed GCN5 acetyltransferase;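 active = every replicate shows inhibition of at least 40%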;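 note: 0% = neutral control wells and 100% = positive control wells; some results beyond the cut were filed as inactive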
# PAX8 reporter: inhibitors of PAX8-driven TPO luciferase reporter, primary screen, RMG-I cells, single concentration | inhibition, % at 12.6 µM | SteadyGlo, 24 h | 1.2% of 360,000 active | AID 652154, 2013;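 active = mean replicate inhibition at least 60% with every replicate also reaching 60%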;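 note: luciferase light reporting Pax8 driven TPO promoter activity; plate controls were median of neutral control wells for no effect and mitoxantrone controls for full effect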
# PglD inh: C. jejuni PglD acetyltransferase inhibitors, primary screen, biochemical, DTNB colorimetric, single point; purified PglD enzyme, DTNB colorimetric CoA detection; 0.098% of 360,000 active; UDP-N-acetylbacillosamine N-acetyltransferase PglD (Campylobacter jejuni); inhibition, % at 12.5 µM; in the data active = inhibition above about 16%, passing the limit was not always enough; note: strong numbers were not always called active
# FN deposit inh: inhibitors of fibronectin matrix deposition, primary screen, AH1F cells, Alexa488-fibronectin fluorescence, plate reader | AH1F fibroblasts, overnight | AID 743247, 2014 | inhibition, % at 12.6 µM | 0.086% of 350,000 active;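 active = mean inhibition across replicates of 30% or more, regardless of how many single replicates reach that level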;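 note: positive control wells lacked labelled fibronectin entirely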
#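 Material: AH1F fibroblast monolayer depositing Alexa488-labelled fibronectin into matrix | Input: 10000 AH1F cells/well | Medium: DMEM plus 2% serum, read in PBS | Reagent: Alexa488-fibronectin, 24 nM final in well | Compound dosing: One dose per compound, pinned | Schedule: 1 h adhesion, overnight exposure | Measured by: Fluorescence at 485 nm excitation, 525 nm emission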
# S100A4 inh HTS: inhibitors of S100A4-myosin IIA peptide binding, primary screen, biochemical, fluorescence polarization, TAMRA-MyoIIA peptide | Protein S100-A4 (Homo sapiens), P26447 | inhibition, % at 10.7 µM | 0.14% of 360,000 active | AID 652163, 2013;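 active = mean inhibition of at least 70% across replicates, with every replicate also reaching that level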
# Target sequence (P26447 whole entry, looked up): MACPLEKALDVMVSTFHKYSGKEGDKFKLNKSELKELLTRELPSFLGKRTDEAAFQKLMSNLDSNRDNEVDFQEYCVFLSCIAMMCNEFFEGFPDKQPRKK
#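 Material: S100A4 monomer protein | Medium: HEPES pH 7.2 with CaCl2, KCl, NaCl, DTT, Triton | Reagent: Labelled myosin peptide probe, 5 nM | Doses: One dose per compound | Times: 5 min incubation before reading | Benchmarks: Neutral control DMSO, positive control TFP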
# LGR2 inh: inhibitors of bursicon-induced LGR2 CRE-luciferase signal, primary screen, cell-based, HEK293, CRE-luciferase reporter, bursicon stimulation; Drosophila bursicon receptor LGR2 (rickets); bursicon-stimulated, 4 h; inhibition, % at 9.99 µM; 0.35% of 380,000 active;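 active = drop in luminescence signal, shown as inhibition above about 50% in the replicate tests, limit read from the data, passing the limit was not always enough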;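 note: agonist challenge used bursicon conditioned medium at about half maximal strength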
# EWS-Fli block: EWS/Fli-driven NR0B1 reporter inhibitors, primary screen, A673 cells, NR0B1 luciferase, luminescence, MLPCN library. viability-normalised. inhibition, % at 12.6 µM. 0.67% of 350,000 active. AID 651661, 2012;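 active = mean inhibition of at least 50% after viability correction, with every replicate also passing that limit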;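 note: firefly luciferase signal divided by Alamar Blue viability fluorescence both relative to DMSO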
# * hit, by the source's call; / = no result given; & = joins results of further samples.
SMILES,ERAP1 HTS inh,PGC1a acetyl inh,PAX8 reporter,PglD inh,FN deposit inh,S100A4 inh HTS,LGR2 inh,EWS-Fli block
COc1ccc(NC(=O)N(C)C[C@@H]2Oc3ccc(NC(=O)C4CC4)cc3C(=O)N([C@H](C)CO)C[C@H]2C)cc1,3,-6,-11,-2,/,7,-18,-6
O=C(CSc1nc(O)cc(=O)n1C1CCCC1)Nc1cccc(Cl)c1Cl,-3,/,19,/,/,-14,-3,6
O=C(O)c1cccc(O)c1O,1,-7,18,-1,-6,0,/,7
COc1ccccc1N1CCN(C(=O)CN2C(=O)c3ccccc3C2=O)CC1,-2,-6,-3,/,9,6,10,0
CN1C(=O)c2cc(NC(=O)c3ccc(F)c(F)c3)ccc2OC[C@@H]2O[C@H](CC(=O)N[C@@H]3CCN(Cc4ccccc4)C3)CC[C@@H]21,-3,/,36,1,-8&10,4,10,8
CCOc1ccc(C(C)=O)cc1CSc1nnc(-c2ccoc2C)n1N,/,0,9,1,-8,/,/,/
CCCNC(=S)Nc1c(C)n(C)n(-c2ccccc2)c1=O,1,/,-16,/,-6,5,/,4
CSc1cc(N2CCOCC2)nc(-c2ccccc2Cl)n1,-1,-5,-14,0,7,1,-13,7
O=[N+]([O-])c1cc(S(=O)(=O)Nc2ccccc2)ccc1Nc1ccccc1,0,-9,13,3,-1,-3,14,12
CCC(Cc1ccccc1)NS(=O)(=O)c1ccc2c(c1)NC(=O)C(C)S2 (stereo unspecified),-1,-1,29,-2,4,-2,14,/
CC1(C)SC2c3ccccc3C(=O)N2[C@@H]1C(=O)NC1CC1 (stereo partly specified),-3,/,11,/,5,4,-6,1
Cc1ccccc1OCC(=O)NNC=O,-1,5,-2,0,3,-2,-33,1
COCCNS(=O)(=O)c1cc(F)ccc1OC,/,1,0,-3,-6,/,/,/
O=C(Cn1c(C(F)(F)F)nc2ccccc21)OCC(=O)c1c[nH]c2ccccc12,/,-6,16,-3,1,/,9,/
CC#CCN1c2ccccc2[C@]23C[C@@H](C(=O)OC)N(C(=O)NCCBr)C2=NC(C(=O)OC)=C(C(=O)OC)[C@H]13,2,-1,9,1,-2,1,13,8
CC=Cc1ccc2n(c1=O)C[C@H]1[C@H](CO)[C@@H](C(=O)Nc3nccs3)N(C(=O)CC)[C@@H]21 (mixture of isomers),0,/,/,-5,/,-7,13,0
O=C(C[C@@H]1C[C@@H]2c3cc(NC(=O)NC4CCCC4)ccc3O[C@@H]2[C@@H](CO)O1)NCCc1ccccc1,-2,-7,9,-1,-12,33,1,5
COc1ccc(C#Cc2ccc3c(c2)[C@H]2[C@H](CCN2C(=O)C2CCCCC2)[C@@H](CO)N3)cc1,0,9,-15,1,-14,-45,-5,-3
Cc1cc(C)c(S(=O)(=O)N2CCN(C3CC(=O)N(c4ccccc4Cl)C3=O)CC2)c(C)c1 (stereo unspecified),1,-1,-1,2,3,2,0,7
C[C@@H]1CN([C@H](C)CO)C(=O)c2cc(C#Cc3ccccc3)cnc2O[C@H]1CN(C)C(=O)c1ccccc1,0,17,19,3,1,25,-16,11
Cc1ccc(O)c(NC(=O)C2=CC(c3cccs3)=NS(=O)(=O)N2C)c1,0,-22,10,-2,-6,4,16,6
O=C(Cn1cnc2c(nnn2-c2cccc(Cl)c2)c1=O)N1CCOCC1,5,8,-4,-1,-1,1,5,-1
Cc1ccc(S(=O)(=O)Nc2ccc3c(c2)C(=O)N([C@H](C)CO)C[C@@H](C)[C@H](CN(C)C(=O)Nc2ccccc2)OCCCC[C@@H](C)O3)cc1,-2,-7,31,-5,/,-1,16,4
COC(=O)c1cccc(NC(=O)C2CCCN2C(=O)c2cccs2)c1 (stereo unspecified),-1,-19,15,-6,14,7,-1,2
Cc1ccccc1NC(=O)CCOc1ccccc1,-3,3,-57,-5,-6,1,-19,-30
SMILES,ERAP1 HTS inh,PGC1a acetyl inh,PAX8 reporter,PglD inh,FN deposit inh,S100A4 inh HTS,LGR2 inh,EWS-Fli block
CCCNC(=O)N1CC2(C1)[C@@H](c1ccccc1)[C@@H](CO)N2C(=O)C1CCCC1,-3,/,/,/,0,5,5,16
Cc1ccc(C(=O)NCC(=O)N2CCN(c3cccc(Cl)c3)CC2)s1,-3,-16,/,-1,4,-4,/,4
CCCNC(=O)N1C[C@H]2[C@@H](c3ccccc31)[C@H](CO)N2CC1CCCC1,-1,-6,-5,2,/,5,-10,3
COc1ccc(C2CC(c3cccs3)=Nc3ccccc3S2)cc1 (stereo unspecified),2,18,/,3,/,-3,-18,-52
O=C(NCC1CCCO1)c1cccc(Oc2ccccc2)c1 (stereo unspecified),-2,1,-106,4,/,-14,-12,/
COc1ccccc1-c1ccc2n(c1=O)C[C@@H]1[C@@H](CO)[C@H](C(=O)N(C)C)[C@H]2N1C(=O)c1cccnc1,3,-11,-15,1,/,2,-9,-2
Cc1c(Cc2ccccc2)c(=O)oc2c(C)c(OCC(=O)NCc3ccccn3)ccc12,0,-1,-10,1,-10,-1,-9,/
C[C@H](CO)N1C[C@H](C)[C@H](CN(C)Cc2ccccc2)Oc2ncc(C#CCN(C)C)cc2C1=O,-3&-3,1&3,/,-6&5,5,1&2,5,10&-6
CCCN1C[C@H](C)[C@H](OC)CN(C)C(=O)c2cc(NC(=O)C3CCOCC3)ccc2OC[C@H]1C,-1,8,/,-5,-6,0,-1,1
C[C@H](CO)N1C[C@H](C)[C@@H](CN(C)C(=O)c2ccccc2)Oc2cc(/C=C/c3ccccc3)ccc2S1(=O)=O,-3,-7,-4,1,6,4,7,-5
CCOC(=O)N1CCC(Nc2nc3ccccc3n3cnnc23)CC1,2,-10,4,0,-4,-1,/,2
CCN(C[C@H]1N[C@@](Cc2ccccc2)(C(=O)OC)[C@H]2C(=O)N(C)C(=O)[C@@H]12)C(=O)NC(C)C,-1,5,-4,2,-3,-5,6,5
CCNC(=O)CC1C(=O)N(c2cccc(C)c2)C(=O)N1CCC(C)C (stereo unspecified),-1,-1,0,-1,0,-16,3,11
Nc1nc(-c2ccccc2)cn1/N=C/c1ccccc1,6,6,-115,1,-5,-1,-40,0
Nn1cnnc1N/N=C\c1ccc(-c2ccccc2[N+](=O)[O-])o1,4,-7,92*,6,1,-14,49,-8
CC(C)CC#Cc1cnc2c(c1)C(=O)N([C@H](C)CO)C[C@H](C)[C@H](CN(C)Cc1ccc3c(c1)OCO3)O2,0,4,/,1,/,-4,1,3
Cc1ccc(-c2cnc3c(c2)C(=O)N([C@H](C)CO)C[C@H](C)[C@@H](CN(C)S(C)(=O)=O)O3)cc1,-1,-7,-13,6,/,2,14,-7
Cc1ccc(/C=N/NC(=O)c2cc(-c3ccccc3)nc3ccccc23)o1,-1,3,9,7,-2,-3,20,11
Cc1sc(NC(=O)C2CC(=O)N(Cc3ccco3)C2)nc1-c1ccccc1 (stereo unspecified),9,-8,18,-6,3,2,8,-2
COc1ccc(S(=O)(=O)N2CCc3ccccc3C2)cc1,-1,/,14,/,-13,1,-7,6
Cn1cc(S(=O)(=O)N2CCCC2)cc1C(=O)N1CCN(c2cccc(Cl)c2)CC1,1,-2,12,0,-3,-48,8,4
O=C(c1ccccc1)c1cccc[n+]1[O-],5,3,25,-4,3,-4,17,7
CC(C)CC(NC(=O)CCl)c1ccccc1 (stereo unspecified),/,6,-26,-9,1,/,3,/
CN(C)C(=O)c1ccc(-c2n[nH]c(=O)c3ccccc23)cc1,-1,9,-7,/,-4,-7,-3,-14
CN(C)C(=O)[C@@H]1[C@@H](CO)[C@@H]2Cn3c(ccc(C4=CCCC4)c3=O)[C@@H]2N1Cc1ccc2c(c1)OCO2,5,-11,-5,3,/,6,2,1
SMILES,ERAP1 HTS inh,PGC1a acetyl inh,PAX8 reporter,PglD inh,FN deposit inh,S100A4 inh HTS,LGR2 inh,EWS-Fli block
CCOC(=O)C1(CCc2ccccc2)CCN(Cc2ccccn2)CC1,2,-9,13,/,6,-6,-18,10
CC(C)(C)c1nc(SCC(=O)N2CC(=O)Nc3ccccc32)c2ccccc2n1,-1,/,27,/,-8,0,20,2
CCc1ccc(N/C(N)=N/c2nc(CSc3ccccn3)cc(=O)[nH]2)cc1,5,-2,27,0,-11,-1,0,0
CCCCn1c(N)c(N(CCC(C)C)C(=O)c2cc(S(=O)(=O)N3CCOCC3)ccc2F)c(=O)[nH]c1=O,3,-4,6,5,-1,-1,-6,-2
Clc1ccc(CNc2ccc(CNc3ncn[nH]3)cc2)c(Cl)c1,5,/,5,/,-20,-2,9,5
CNC[C@@H]1Oc2ccc(NC(=O)Cc3ccccc3)cc2CC(=O)N([C@@H](C)CO)C[C@@H]1C,/,3,-7,/,-10,/,9,-6

# Rewritten with two lines to a compound: entries from further up
# Below each compound – ERAP1 HTS inh, PGC1a acetyl inh, PAX8 reporter, PglD inh, FN deposit inh, S100A4 inh HTS, LGR2 inh, EWS-Fli block
Cc1ccc(/C=N/NC(=O)c2cc(-c3ccccc3)nc3ccccc23)o1
 : -1, 3, 9, 7, -2, -3, 20, 11
Cc1sc(NC(=O)C2CC(=O)N(Cc3ccco3)C2)nc1-c1ccccc1 (stereo unspecified)
 : 9, -8, 18, -6, 3, 2, 8, -2
COc1ccc(S(=O)(=O)N2CCc3ccccc3C2)cc1
 : -1, /, 14, /, -13, 1, -7, 6
Cn1cc(S(=O)(=O)N2CCCC2)cc1C(=O)N1CCN(c2cccc(Cl)c2)CC1
 : 1, -2, 12, 0, -3, -48, 8, 4
O=C(c1ccccc1)c1cccc[n+]1[O-]
 : 5, 3, 25, -4, 3, -4, 17, 7
CC(C)CC(NC(=O)CCl)c1ccccc1 (stereo unspecified)
 : /, 6, -26, -9, 1, /, 3, /
CN(C)C(=O)c1ccc(-c2n[nH]c(=O)c3ccccc23)cc1
 : -1, 9, -7, /, -4, -7, -3, -14
CN(C)C(=O)[C@@H]1[C@@H](CO)[C@@H]2Cn3c(ccc(C4=CCCC4)c3=O)[C@@H]2N1Cc1ccc2c(c1)OCO2
 : 5, -11, -5, 3, /, 6, 2, 1
CCOC(=O)C1(CCc2ccccc2)CCN(Cc2ccccn2)CC1
 : 2, -9, 13, /, 6, -6, -18, 10
CC(C)(C)c1nc(SCC(=O)N2CC(=O)Nc3ccccc32)c2ccccc2n1
 : -1, /, 27, /, -8, 0, 20, 2
CCc1ccc(N/C(N)=N/c2nc(CSc3ccccn3)cc(=O)[nH]2)cc1
 : 5, -2, 27, 0, -11, -1, 0, 0
CCCCn1c(N)c(N(CCC(C)C)C(=O)c2cc(S(=O)(=O)N3CCOCC3)ccc2F)c(=O)[nH]c1=O
 : 3, -4, 6, 5, -1, -1, -6, -2
Clc1ccc(CNc2ccc(CNc3ncn[nH]3)cc2)c(Cl)c1
 : 5, /, 5, /, -20, -2, 9, 5
CNC[C@@H]1Oc2ccc(NC(=O)Cc3ccccc3)cc2CC(=O)N([C@@H](C)CO)C[C@@H]1C
 : /, 3, -7, /, -10, /, 9, -6

# Compound activity deposited in PubChem BioAssay by Broad Institute.
